MITF primary: MITF inhibitors, primary screen, biochemical, AlphaScreen, human; Microphthalmia-associated transcription factor (Homo sapiens), O75030; AlphaScreen MITF homodimerization, bead proximity signal; inhibition, % at 2.6 µM; actives 0.91% (n = 650,000); in the data active = inhibition above about 50%;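 also: 0% = vehicle wells with protein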
Target sequence (O75030 whole entry, looked up): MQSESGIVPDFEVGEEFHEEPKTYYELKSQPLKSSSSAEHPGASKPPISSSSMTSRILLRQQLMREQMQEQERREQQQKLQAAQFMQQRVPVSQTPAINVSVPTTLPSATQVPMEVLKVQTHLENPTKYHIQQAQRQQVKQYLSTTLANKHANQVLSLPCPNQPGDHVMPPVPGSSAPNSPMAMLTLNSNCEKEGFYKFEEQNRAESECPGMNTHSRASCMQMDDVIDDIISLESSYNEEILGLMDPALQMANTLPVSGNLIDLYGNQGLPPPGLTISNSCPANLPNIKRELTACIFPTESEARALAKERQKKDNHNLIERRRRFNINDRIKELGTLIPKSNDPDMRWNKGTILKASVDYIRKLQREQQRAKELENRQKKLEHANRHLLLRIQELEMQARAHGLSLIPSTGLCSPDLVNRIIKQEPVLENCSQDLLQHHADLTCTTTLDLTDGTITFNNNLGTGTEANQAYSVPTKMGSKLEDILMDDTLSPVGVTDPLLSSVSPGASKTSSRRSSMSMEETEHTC
GPR151 activ: activators of human GPR151, primary screen, cell-based, PathHunter beta-arrestin, luminescence. activation, % at 11.2 µM. actives 1% (n = 650,000). PathHunter beta-arrestin GPR151 cells. G-protein coupled receptor 151 (Homo sapiens), Q8TDV0; in the data active = activation above about 4.9%;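 also: 0% = median of compound wells and 100% = cells with positive control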
Target sequence (Q8TDV0 whole entry, looked up): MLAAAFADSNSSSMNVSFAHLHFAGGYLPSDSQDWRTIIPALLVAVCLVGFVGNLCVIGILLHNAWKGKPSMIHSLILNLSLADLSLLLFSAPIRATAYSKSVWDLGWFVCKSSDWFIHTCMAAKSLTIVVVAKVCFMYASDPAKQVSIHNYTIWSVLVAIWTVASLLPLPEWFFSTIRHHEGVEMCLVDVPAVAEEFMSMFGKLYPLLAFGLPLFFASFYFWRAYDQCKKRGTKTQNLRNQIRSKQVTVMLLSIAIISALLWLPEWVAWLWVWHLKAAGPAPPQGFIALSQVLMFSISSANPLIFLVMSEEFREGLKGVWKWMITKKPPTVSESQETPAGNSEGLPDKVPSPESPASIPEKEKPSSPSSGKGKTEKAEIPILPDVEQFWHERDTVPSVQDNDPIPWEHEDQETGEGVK
FBW7 act: FBW7 E3 ligase activators, primary screen, biochemical, AlphaScreen, human; F-box/WD repeat-containing protein 7 (Homo sapiens), Q969H0; AlphaScreen FBW7–phospho-cyclin E peptide binding, activator screen; normalized activity (activation), % at 26.1 µM; actives 0.13% (n = 650,000); AID 1259310, 2017; in the data active = normalized activity above about 1.9%;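 also: purified mutant Fbw7 with reduced substrate affinity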
TEAD-YAP block: TEAD-YAP interaction inhibition, primary screen, TEAD-YAP interaction inhibitor project, luminescence, HEK-TIYL cells; TEAD-Gal4/YAP UAS-luciferase luminescence; inhibition, % at 9.12 µM; actives 1.4% (n = 640,000); AID 1259422, 2018; in the data active = inhibition above about 32%;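 also: 0% = median of test compound wells and 100% = reference inhibitor wells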
The depositor's hits bear a star; nt = no result given.

Order of results – MITF primary	GPR151 activ	FBW7 act	TEAD-YAP block
- COc1ccccc1NC(=O)CSc1nc2[nH]ncc2c(=O)n1-c1ccc(C)cc1
  8	-2.8	0.0	1
- Nc1nc(N2CCC(N3CCOCC3)CC2)nc2c1ncn2Cc1ccc(C(F)(F)F)cc1
  -8	6.4*	0.0	-11
- O=c1[nH][nH]c2nc(C(F)(F)F)cc(C(F)(F)F)c12
  6	1.7	0.0	12
- Cc1cnccc1CNC(=O)Cn1nnnc1CN(C)C(C)C
  8	-1.5	0.2	3
- COc1cc(C)ccc1OCCOCCOc1ccccc1[N+](=O)[O-]
  7	-3.1	0.3	-6
- Cc1ccc(S(=O)(=O)CCC(=O)Nc2ccccc2C(F)(F)F)cc1
  16	0.3	0.1	5
- CC1=C(C(=O)Nc2cccc(C(F)(F)F)c2)C(c2ccccn2)C2=C(CC(C)(C)CC2=O)N1 (centres undefined)
  2	0.9	-0.1	0
- CCOC(=O)CCc1c(C)nn2cnnc2c1C
  0	0.1	0.0	4
- O=C(/C=C/c1ccco1)NC(=S)Nc1ccc2oc(-c3ccncc3)nc2c1
  6	-0.5	0.1	9
- CCCc1ccc(-c2ccc(C(=O)Nc3ccc(C(C)=O)cc3)cc2)nc1
  -8	-1.6	0.0	0
- CCOc1ccc(OCCCCNCCN)cc1
  6	1.3	0.0	-4
- O=c1c2cn[nH]c2[nH]c(=S)n1-c1ccc(F)c(Cl)c1
  -5	-0.6	-0.2	-3
- CC(=O)c1ccc(NC(=S)NNC(=O)CC#N)cc1
  93*	-1.7	-0.4	1
- Cc1ccc(C(=O)N/C(=C\c2cccs2)C(=O)N2CCSCC2)cc1C
  -12	1.0	-0.1	0
- O=C(c1ccc2c(=O)n3c(nc2c1)CCCCC3)N1CCOCC1
  6	0.6	0.2	8
- CC(C)(C)OC(=O)C(Cc1ccc(OC(C)(C)C)cc1)NC(=O)CNC(=O)OCc1ccccc1 (centres undefined)
  4	1.3	0.2	8
- COc1ccc(C2C(C#N)=C(C)NC3=C2C(=O)CCC3)c(OC)c1 (centres undefined)
  1	0.5	0.1	9
- CCOc1ccc(-c2nnc(NC(=O)c3ccccc3Br)s2)cc1
  11	-1.0	0.0	1
- Cc1ccc(NC(=O)c2ccc(N3C(=O)C4C5C=CC(C5)C4C3=O)cc2)cc1 (centres undefined)
  5	1.7	0.1	-7
- CCC(=O)Nc1nc(C)c(-c2csc(Nc3cc(C)ccn3)n2)s1
  8	-1.2	0.0	-5
- CCN(CC)C(=O)Cn1c(=O)n(CC(=O)NCc2ccc(C)cc2)c(=O)c2sccc21
  4	0.1	0.5	-11
- CCc1ccc(NC(=O)c2ccc([N+](=O)[O-])o2)cc1
  15	-1.6	1.0	-44
- CCOC(=O)c1ccccc1NC(=O)Cc1ccc(OC)c(OC)c1
  -3	-0.1	-0.1	-6
- COc1cc(/C=C(\NC(=O)c2ccccc2)C(=O)Nc2nccs2)ccc1OC(C)=O
  -10	-1.1	0.6	0
- N#CC1=C(N)OC(NCc2ccco2)=C(NC(=O)c2ccccc2)C1c1ccccc1 (centres undefined)
  6	-0.9	0.1	0
- O=C(NC(c1ccccc1)c1ccccn1)C1CCN(C(=O)c2ccccc2)CC1 (centres undefined)
  -1	-0.5	1.5	-5
- CCCCCSc1nnc2c(n1)OC(c1ccc(O)c(OC)c1)Nc1ccccc1-2 (centres undefined)
  -2	0.3	0.0	12
- Cc1ccc(-c2nnc(NC(=O)OCC(C)C)s2)cc1
  6	-0.8	0.1	-10
- CC(C)(C)C(=O)N1CCC(c2nc(-c3cnccn3)no2)CC1
  48	-1.1	-0.3	-7
- N#Cc1ccccc1NC(=O)c1sc2nc3c(cc2c1N)CCC3
  11	0.1	0.1	-42

Structural class, the entries above with a tert-butyl group.
Order of results – MITF primary	GPR151 activ	FBW7 act	TEAD-YAP block
- CC(C)(C)OC(=O)C(Cc1ccc(OC(C)(C)C)cc1)NC(=O)CNC(=O)OCc1ccccc1 (centres undefined)
  4	1.3	0.2	8
- CC(C)(C)C(=O)N1CCC(c2nc(-c3cnccn3)no2)CC1
  48	-1.1	-0.3	-7

(next part)
Order of results – MITF primary	GPR151 activ	FBW7 act	TEAD-YAP block
- CCCC(=O)Nc1c2c(nn1-c1ccccc1C)CS(=O)(=O)C2
  11	-1.4	0.1	-10
- CC\C=C/C=C/C=C/C=C\CCCCCCCC(=O)O
  14	-1.2	nt	nt
- CSC1=NC(=Nc2ccc(C)cc2)C2(CCC(C(C)(C)C)CC2)N1c1ccc(Cl)cc1 (centres undefined)
  0	0.7	-0.1	-4
- O=C(CCc1nnc(-c2ccc3c(c2)OCO3)o1)NCCC1CCCCO1 (centres undefined)
  8	-0.7	0.1	6
- COc1cc(C(=O)Oc2ccc3c(=O)c(-c4ccccc4Cl)c(C(F)(F)F)oc3c2)cc(OC)c1OC
  12	0.0	-0.3	11
- CCCCOc1ccc(C(=O)Nc2nncs2)cc1
  -2	-2.2	0.1	-58
- O=C(CCN1C(=O)c2ccccc2C1=O)Nc1cccc(I)c1
  9	0.5	0.3	8
- COc1cc(NC(=O)c2ccccc2Cl)cc(OC)c1
  -1	-4.2	0.0	-29
- CCOC(=O)c1c(CN2CCCCC2)n(C)c2cc(Br)c(O)cc12
  20	-1.1	0.6	4
- Cc1c(C(=O)NC(=S)Nc2ccc(N3CCOCC3)cc2)cccc1[N+](=O)[O-]
  -11	0.9	-0.1	-8
- CCc1cccc(C)c1Nc1cc(C)nc2nc(C)nn12
  8	0.6	-0.1	7
- O=C(c1cc2cc([N+](=O)[O-])ccc2oc1=O)N1CCN(C2CCCCC2)CC1
  -5	1.8	-0.2	2
- COc1ccc(N(N)Cc2ccccc2)cc1
  -8	0.0	-0.3	-35
- COc1ccc(-c2cc(C(=O)NC3CC3)ccn2)cc1
  6	3.3	-0.2	-13
- COc1ccc(-c2nc3ncnc(Nc4cc(OC)c(OC)c(OC)c4)c3[nH]2)cc1
  4	-2.5	-0.1	50*
- Cc1ccc(S(=O)(=O)N(C)C)cc1NC(=O)COC(=O)C1CCC(C(C)(C)C)CC1 (centres undefined)
  24	-2.0	0.9	7
- COc1ccccc1C(=O)N1CCN2C(=O)[C@H](CC(C)C)N(C)C(=O)[C@H]2C1
  -6	0.4	-0.2	-4
- CCCCCCCc1c(O)nc(SCCN(C)C)n(-c2ccccc2)c1=O
  3	-0.6	0.0	-3
- CC1=C(C(=O)OC(C)C)C(c2ccc(I)cc2)C2=C(CCCC2=O)N1 (centres undefined)
  -3	-1.1	0.0	-1
- COC(=O)c1ccc(NC(=O)CCS(=O)(=O)c2ccc(C)cc2)cc1
  3	0.9	0.1	2
- CCOC(=O)C1CCCN(C(=O)C(C)Oc2ccc(Cl)cc2Cl)C1 (centres undefined)
  -6	2.8	-0.1	-2
- O=C(CSc1nnc(-c2ccc(O)cc2)o1)NNC(=O)c1ccncc1
  2	0.6	-0.1	-3
- CC(=O)c1c(C)[nH]c(C(=O)NCCC23CC4CC(CC(C4)C2)C3)c1C
  0	0.0	-0.2	-33
- CNCCCOc1cccc2ccccc12
  24	1.6	-0.1	-12
- CCOP(=O)(OCC)c1nc(-c2ccc(Cl)cc2Cl)oc1N(C)C
  1	2.1	-0.1	-4
- CCOc1cc(C(=O)NC(C)(C)CC)cc(OCC)c1OCC
  6	0.3	0.9	2
- CC(=O)C12c3ccccc3C(c3ccccc31)C1C(=O)NC(=O)C12 (centres undefined)
  -6	-0.7	-0.1	-8
- O=C(Nc1cnn(-c2ccc(C(=O)N3CCSCC3)cc2)c1)C1CCOC1 (centres undefined)
  -15	0.5	0.0	8
- Cc1ccc(CN2CCNC(=O)C2CC(=O)N2CCCCO2)cc1 (centres undefined)
  4	-1.4	0.1	-2
- COC(=O)C1=C(C)N=C2SCCC(=O)N2C1c1ccc(Cl)cc1Cl (centres undefined)
  0	-0.1	0.0	10

Taken from above:
FBW7 act with `CCc1cccc(C)c1Nc1cc(C)nc2nc(C)nn12` is entered as -0.1
MITF primary with `O=C(CCc1nnc(-c2ccc3c(c2)OCO3)o1)NCCC1CCCCO1` (centres undefined) is entered as 8
TEAD-YAP block with `COc1ccc(N(N)Cc2ccccc2)cc1` is entered as -35

An excerpt of the results above, as a working copy:
Order of results – MITF primary	GPR151 activ	FBW7 act	TEAD-YAP block
- O=C(/C=C/c1ccco1)NC(=S)Nc1ccc2oc(-c3ccncc3)nc2c1
  6	-0.5	0.1	9
- CCCc1ccc(-c2ccc(C(=O)Nc3ccc(C(C)=O)cc3)cc2)nc1
  -8	-1.6	0.0	0

The main list resumes, repeating the 2 entries before the break.
Order of results – MITF primary	GPR151 activ	FBW7 act	TEAD-YAP block
- Cc1ccc(CN2CCNC(=O)C2CC(=O)N2CCCCO2)cc1 (centres undefined)
  4	-1.4	0.1	-2
- COC(=O)C1=C(C)N=C2SCCC(=O)N2C1c1ccc(Cl)cc1Cl (centres undefined)
  0	-0.1	0.0	10
- Fc1ccccc1OCC1CCCN(Cc2nc(CC3CC3)no2)C1 (centres undefined)
  7	0.7	0.2	10
- COc1ccc(Cl)c2sc(N3CCN(C(=O)CCc4ccccc4)CC3)nc12
  11	1.3	0.3	11
- CC(=O)Nc1ccc(NC(=O)CSc2ccc(C(=O)O)cn2)cc1
  18	-2.1	1.1	-11
- COc1cc2c(cc1OC)C(COc1ccc([N+](=O)[O-])cc1)N(C(=O)c1ccc3c(c1)OCO3)CC2 (centres undefined)
  11	-1.1	2.1*	1
- Cc1ccc(Oc2ccc(-c3cnc4ccccc4n3)cc2[N+](=O)[O-])cc1C
  1	-0.4	1.9*	14
- Cc1cccc(NC(=O)/C(C#N)=C\c2ccc(O)cc2)c1
  2	3.8	0.0	-39
- CC(C)c1ccc(-n2cnc3cc(C(=O)NC4CCCC4)ccc32)cc1
  -14	-0.1	-0.1	6
- COCCn1c(SCC(=O)Nc2ccc(OC)cc2)nnc1-c1ccc(Cl)cc1
  7	0.7	0.0	10
- COc1ccc(-c2nnc(SCc3ccc(F)cc3)n2-c2ccccc2)cc1OC
  10	-0.6	0.0	-12
- CNC(=O)c1cc2c(=O)n3ccccc3nc2n(C2CCCCC2)c1=N
  1	0.3	0.2	-2
- Cc1noc(C)c1C(=O)N1CCc2ccccc2C1
  4	0.6	0.1	-4
- CCn1c(O)c(C=Nc2cc(S(=O)(=O)CC)ccc2O)c(=O)n(CC)c1=S
  -2	1.5	0.1	3
- CCOC(=O)C1CCN(C(=O)/C=C/c2ccc([N+](=O)[O-])cc2)CC1
  14	0.3	0.2	-13
- Cc1cccc(C)c1N1C(=O)c2ccc(F)cc2C1=O
  -4	-0.6	0.5	11
- COC(=O)NNC(=S)Nc1ccc(S(=O)(=O)Nc2ncccn2)cc1
  -4	-0.1	-0.1	-3
- O=C(CN(C1CCCCC1)S(=O)(=O)c1ccc(Cl)cc1)N1CCN(c2ccccc2F)CC1
  2	-0.2	-0.1	2
- C#CCSc1nc2c(c(=O)[nH]1)C1(CCCC1)Cc1ccccc1-2
  8	1.2	-0.1	-8
- COCCOC(=O)c1c(C)oc2ccc(OC(=O)c3ccccc3C)cc12
  9	-0.4	0.0	3
- Nc1ccc2oc(-c3ccccn3)nc2c1
  -3	-4.5	-0.1	-41
- CCCOC(=O)CSc1nc2c(c(=O)n(C)c(=O)n2C)n1CC
  -10	1.1	0.0	-1
- COc1ccccc1NC(=O)N1CCc2nc3ccccn3c(=O)c2C1
  1	-0.2	0.1	-20
- CCOc1ccc(CONC(=O)OC)cc1
  3	1.1	0.0	-6
- Cc1ccc(SCCc2ccc3cc(-c4ccccc4)cn3c2)cc1
  -12	-1.9	0.0	6
- CCCCCC(=O)Nc1ccc(OC)cc1
  -4	-1.1	0.0	-42
- COc1ccc(C2NC(=S)NC(C)=C2C(=O)OC(C)C)cc1 (centres undefined)
  -6	-0.6	-0.1	2
- CC(C)(C)c1nc(-c2cccc(Br)c2)no1
  -6	1.4	0.6	9
- CCn1c(C)cc(O)c(C(c2cccs2)N2CCCCC2)c1=O (centres undefined)
  20	0.4	0.2	-8
- CCC1SC(CC)C(=O)N(CC(=O)NCc2ccccc2)C1=O (centres undefined)
  0	0.9	0.1	3
- COc1ccc(C(=O)NCc2csc(C(C)C)n2)cc1OC1CCN(C(C)=O)CC1
  13	1.5	0.2	16
- CCOC(=O)c1c(NC(C)=O)sc(C(C)=O)c1-c1ccc([N+](=O)[O-])cc1
  14	-0.3	0.2	-3
- N#C/C(=C1/C(=O)Nc2ccc(F)cc21)c1ccc2ccccc2n1
  -4	-1.6	-0.3	2

Bioassay records from PubChem BioAssay.
